Casp7 inh: blocks human caspase-7 allosterically or competitively. Potency, µM (highest dose often 57.5 µM), for inactives: at the top dose activity change, negative = inhibition, usual class: inhibitors. AID 889. 75,000 compounds, 0.02% hits. P55210. recombinant caspase-7, Ac-DEVD-AFC fluorescence rate; active = well fitted inhibition curve with a large enough effect in the main read-out, with a control signal flat, not every such curve was filed as active; inconclusive = small, poorly fitted or top-dose-only effect, or a change in a side signal; note: potency is the fitted concentration of half-maximal effect; % of control where 0% means no effect
Target sequence (P55210 24-198 limits assumed): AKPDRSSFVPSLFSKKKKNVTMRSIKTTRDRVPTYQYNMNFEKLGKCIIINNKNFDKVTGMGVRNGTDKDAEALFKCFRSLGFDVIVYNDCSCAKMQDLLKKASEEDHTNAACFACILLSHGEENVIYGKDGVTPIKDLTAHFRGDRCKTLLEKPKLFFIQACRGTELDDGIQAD
Target sequence (P55210 207-303 limits assumed): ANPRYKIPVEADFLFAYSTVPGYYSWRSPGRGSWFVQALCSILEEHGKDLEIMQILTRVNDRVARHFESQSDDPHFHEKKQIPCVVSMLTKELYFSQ
DNA Pol III inh: inhibitors of bacterial DNA polymerase III holoenzyme; reconstituted DNA polymerase III holoenzyme replication, biochemical; Potency, µM (doses to about 57.1 µM), for inactives: at the top dose activity change, negative = inhibition; 71,000 compounds, 0.25% hits; note: potency is the fitted concentration of half-maximal effect; % is set by controls: 0 for no effect and ±100 for the full control effect
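Reconstituted *E. coli* holoenzyme (0.35 nM Pol III, 1 nM beta, 154 nM SSB, 2 nM primase) was preincubated with compound for 15 min at RT. Synthesis on 1.4 nM ssM13Gori ran 35 min, then was stopped with PicoGreen/EDTA and read as dsDNA fluorescence.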
BRCT PPI green: blocks human BRCA1 BRCT binding to phosphopeptide, green readout; P38398; BRCA1 BRCT-phosphopeptide binding, green fluorescence polarization; Potency, µM (doses to about 76.9 µM), for inactives: at the top dose activity change, negative = inhibition, actives largely listed as inhibitors; 75,000 compounds, 0.05% hits;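 note: potency is the fitted concentration of half-maximal effect; plate controls were peptide without protein for full effect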
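Compounds were incubated for 12 min at room temperature with a complex of 100 nM fluorescein-tagged pBACH1 decapeptide and 250 nM His-tagged BRCT protein. Buffer was phosphate pH 7.3 with EDTA, DTT and Tween 20. Disruption of binding lowers the polarization signal.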
BRCT PPI red: inhibitors of human BRCA1 BRCT-phosphoprotein interaction (red fluorophore). 75,000 compounds, 0.03% hits. BRCT-phosphopeptide binding, red fluorescence polarization. AID 892. Potency, µM (series often up to 76.9 µM), for the others: top-dose activity change, negative = inhibition, most hits filed as inhibitors. P38398; note: % is set by controls: 0 for no effect and ±100 for the full control effect
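Rhodamine-labelled pBACH1 10-mer (100 nM) bound to BRCT domain (100 nM) at pH 7.3; compounds incubated 12 min room temperature, polarization read. Free peptide defines full inhibition; unlabelled decapeptide titrated as control.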
ALOX15 inhib: 15-hLO (ALOX15) enzyme inhibition; P16050; purified 15hLO-1, xylenol orange hydroperoxide absorbance; Potency, µM (doses to about 57.1 µM), for inactives: top-dose activity change, negative = inhibition, usual class: inhibitors; 74,000 compounds, 1.4% hits; note: potency is the fitted concentration of half-maximal effect; % is set by controls: 0 for no effect and ±100 for the full control effect; nearly all actives have a fitted effect of over 55% in size
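40 nM 15hLO-1 + cpd, 15 min RT; start w/ 50 uM AA (final), 6 min RT; stop/detect w/ 200 uM XO + 300 uM Fe(II) in 50 mM H2SO4, 30 min; A573/A405. Buffer 25 mM Hepes pH 7.5, 0.01% Triton X-100. No-enzyme wells as negative control.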
HEK293 cAMP cs: raises cAMP in parental HEK293 cells, TSHR agonist counter-screen. 73,000 compounds, 2.5% hits. parental HEK293 CNG cAMP sensor, membrane potential fluorescence. AID 938. Potency, µM (top dose mostly 57.1 µM), for the others: at the highest dose activation, actives largely listed as activators; note: potency is the fitted concentration of half-maximal effect; % of control where 0% means no effect; nearly all actives have a fitted effect of over 55% in size
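Parental HEK 293 cells stably expressing a modified CNG channel (no TSHR) report cAMP rise as membrane depolarization. Membrane potential dye with 100 uM RO 20-1724 was loaded for 60 min at room temperature, then compound added for 30 min; fluorescence read at 590 nm.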
HADH2 inhib: blocks human hydroxyacyl-CoA dehydrogenase type II. Q99714. 73,000 compounds, 3.4% hits. recombinant HADH2, NADH fluorescence, beta-hydroxybutyryl-CoA. AID 886. Potency, µM (highest dose often 57.1 µM), inactives show top-dose activity change, negative = inhibition, hits mostly inhibitors; note: potency is the fitted concentration of half-maximal effect; % is set by controls: 0 for no effect and ±100 for the full control effect; nearly all actives have a fitted effect of over 60% in size; many of its hits are not listed in these tables
Target sequence (Q99714 whole entry, looked up, one chain of several): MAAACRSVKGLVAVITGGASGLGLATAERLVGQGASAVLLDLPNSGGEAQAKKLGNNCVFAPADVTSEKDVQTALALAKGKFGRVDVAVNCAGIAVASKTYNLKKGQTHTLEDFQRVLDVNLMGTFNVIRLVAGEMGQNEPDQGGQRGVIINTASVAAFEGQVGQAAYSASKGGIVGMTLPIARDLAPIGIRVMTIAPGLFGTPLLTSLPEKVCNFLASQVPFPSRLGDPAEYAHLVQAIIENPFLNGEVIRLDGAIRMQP
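His-tagged recombinant enzyme from E. coli, 20 nM, preincubated 15 min RT with compound; reaction started with 1 mM NAD+ and 90 uM beta-hydroxybutyryl-CoA in 100 mM Tris-HCl pH 9.0. NADH fluorescence (ex 360/em 450) read over 4 min; last-minus-first difference.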
Rhodamine fluor: compound fluoresces in the rhodamine spectral region. 59,000 compounds, 0.05% hits. AID 594. Rhodamine-region fluorescence, 547/598 nm, Tris buffer; active compounds read high. max dye-equivalent concentration, M; in the data active = max dye-equivalent concentration above about 11 nM; inconclusive = between about 1.1 nM and that limit
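Intrinsic compound fluorescence, ex 547 / em 598 nm, CCD imager. Tris 100 mM pH 8.0; 15 min RT. Output = rhodamine dye-equivalent concentration at each compound concentration.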
Casp1 inh: caspase-1 (human) inhibition, allosteric or competitive; 75,000 compounds, 0.03% hits; AID 900; Potency, µM (series often up to 57.5 µM), inactives show at the highest dose activity change, negative = inhibition, most hits filed as inhibitors; P29466; Caspase-1 enzyme, Ac-WEHD-AFC fluorogenic rate;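 note: potency is the fitted concentration of half-maximal effect; plate controls were vehicle for no effect and no substrate for full effect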
Target sequence (P29466 120-297 limits assumed): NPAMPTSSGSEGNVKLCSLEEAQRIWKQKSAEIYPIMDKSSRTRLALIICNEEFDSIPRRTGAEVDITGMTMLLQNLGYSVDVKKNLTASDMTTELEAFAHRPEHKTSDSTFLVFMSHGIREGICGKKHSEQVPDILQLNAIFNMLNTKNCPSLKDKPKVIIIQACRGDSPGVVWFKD
Target sequence (P29466 317-404 limits assumed): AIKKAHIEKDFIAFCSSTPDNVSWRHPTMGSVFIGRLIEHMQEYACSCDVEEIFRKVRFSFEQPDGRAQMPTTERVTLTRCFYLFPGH
Tau fil binding: tau filament binding. P10636. recombinant tau filaments, thioflavin S fluorescence, 15 h; filaments grown with octadecylsulfate alongside compound. 71,000 compounds, 2% hits. AID 596. Potency, µM (series often up to 57.1 µM), inactives show top-dose activity change, negative = inhibition;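 note: potency is the fitted concentration of half-maximal effect; % is set by controls: 0 for no effect and ±100 for the full control effect; actives lower thioflavin S fluorescence by blocking filaments or displacing dye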
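Tau 2 uM in ThS buffer dispensed; compound added; 60 uM ODS added (finals 1 uM tau, 30 uM ODS); 15 h 37 C; fluor ex450/em510.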
USP2a inhib: USP2a (human) protease inhibition. O75604. USP2a enzymatic assay, qHTS inhibition. Potency, µM (highest dose often 38.3 µM), inactives show top-dose activity change, negative = inhibition, actives largely listed as inhibitors. 60,000 compounds, 0.1% hits;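 note: potency is the fitted concentration of half-maximal effect; nearly all actives have a fitted effect of over 60% in size; plate controls were DMSO for no effect and NEM full inhibition control for full effect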
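USP2 core (20 nM final) was preincubated with compound for 30 min at RT in 20 mM Tris-HCl pH 8.0, 2 mM CaCl2, 2 mM beta-mercaptoethanol; Ub-PLA2 (20 nM) plus NBD C6-HPC (20 uM) then added, fluorescence read after 2.5 h.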
Numbers without * were called inactive; i = inactive; ? = inconclusive; . = no result given; [ ] = another dose, or the depositor's remark. Unless noted, calls come from the whole dose curve; as a rule, active = well fitted curve in the direction sought with a large enough effect; inconclusive = small, poorly fitted or top-dose-only effect, or another doubt; inactive = no such curve, though single readings can be large; an effect the other way counts as inactive or inconclusive. This is a subset; the hit share may differ from the screen's.

SMILES	Casp7 inh	DNA Pol III inh	BRCT PPI green	BRCT PPI red	ALOX15 inhib	HEK293 cAMP cs	HADH2 inhib	Rhodamine fluor	Casp1 inh	Tau fil binding	USP2a inhib
Cc1ccc(S(=O)(=O)N2CCCCC2)cc1C(=O)c1nccn1C	9%	-6%	-0.3%	-0.6%	8%	4%	-4%	i	1%	7%	-2%
COc1cc2c(cc1OC)CN(C(=O)CSc1nc(N)c(C#N)cc1C#N)CC2	-8%	-9%	21%	-0.4%	?	-3%	?	i	-11%	6%	41%[activator]
Cc1ccc(S(=O)(=O)n2nc(-c3cccnc3)nc2N)cc1	-2%	0%	0.6%	0.0%	2%	0%	-4%	i	0%	6%	-13%
O=C(CCCNS(=O)(=O)c1cccc2nsnc12)NC1CCCCC1	-3%	1%	-2.5%	-0.8%	6%	0%	4%	i	0%	6%	2%
CC(=O)n1cc(C2C(=O)CCCC2=O)c2ccccc21	-1%	-7%	-3.7%	0.7%	5%	1%	-24%	i	1%	9%	1%
COc1ccc(CCNC(=O)Cn2nnc(-c3ccc(N4CCOCC4)cc3)n2)cc1OC	0%	-4%	-1.3%	0.6%	-2%	-7%	?	i	-1%	166%	-8%
Cc1ccc(S(=O)(=O)Nc2cccc3ncccc23)s1	2%	8%	-1.8%	-1.1%	34%[activator]	11%	-1%	i	-2%	-22%	22%
CCCCNC(=O)c1nc2ncc(Br)cn2n1	-1%	8%[11.4 µM]	0.1%	1.0%	-2%[11.4 µM]	1%[11.4 µM]	8%[11.4 µM]	.	-3%	11%[11.4 µM]	2%[7.66 µM]
CCn1nnc(-c2ccccc2NC(=O)c2cc(OC)c(OC)c(OC)c2)n1	-1%	-6%	-1.1%	-1.1%	12%	?	23%	i	-4%	17%	13%
CCOC(=O)c1c(NC(=O)c2csc(C)c2)sc(C(C)=O)c1C	?	-8%	-1.3%	0.7%	-7%	1%	35%[activator]	i	?	?	12%
COC(=O)C1=C(C(=O)c2ccccc2)C(c2cccs2)n2nnnc2N1 (stereo not drawn)	-8%	3%	-1.9%	-5.7%	-4%	?	-2%	i	-6%	17%	0%
C[C@H](NCCN(C)C)[C@@H]1CCC2C3CCc4cc(O)ccc4[C@H]3CCC21C (stereo partly drawn)	-1%[11.5 µM]	-9%[11.4 µM]	-0.1%[15.4 µM]	0.8%[15.4 µM]	17%[11.4 µM]	-4%[11.4 µM]	18%[11.4 µM]	i	-2%[11.5 µM]	-4%[11.4 µM]	.
COCCCN1C(=O)C(=O)/C(=C(/O)c2ccc(OCC(C)C)cc2)C1c1cccnc1 (stereo not drawn)	-1%	-3%	0.5%	0.7%	3%	16%	0%	i	0%	6%	1%
N#Cc1ccsc1NC(=O)COc1ccc(-c2nnco2)cc1	-14%	-3%	3.3%	0.6%	?	-6%	?	i	1%	-20%	45%[activator]
CCC(C)(C(=O)NC1CCCC1)N(CC1CCCO1)C(=O)c1ccc2c(c1)OCO2 (stereo not drawn)	2%	8%	-3.3%	-0.7%	5%	?	5%	i	0%	-8%	10%
O=C(NC1CCCc2ccccc21)C1CCN(c2nnc(-n3cccc3)s2)CC1 (stereo not drawn)	-3%	-4%	-0.9%	-0.5%	-7%	10%	8%	.	-2%	i	.
CCCCCCSc1cc(C)nc2ncnn12	0%	-4%	0.0%	-0.9%	2%	10%	8%	.	-4%	5%	.
COc1ccccc1-c1cncnc1NCc1cccnc1	2%	-3%	-0.4%	-1.0%	?	-4%	?	i	0%	1%	-16%
Cc1ccccc1NC(=O)CN1CCC(NC(=O)Nc2ccccc2)CC1	0%	7%	-1.2%	0.9%	-3%	9%	-1%	i	-3%	-5%	20%
COC(=O)Nc1ccc(S(=O)(=O)Nc2ccccc2F)cc1	0%	2%	0.2%	-0.4%	7%	5%	-5%	i	0%	2%	0%
COc1ccc(N2CCn3c2nc2c3c(=O)n(CCN3CCOCC3)c(=O)n2C)cc1	0%	-9%	-2.9%	0.0%	11%	6%	7%	i	0%	-18%	7%
CCN(CCO)Cc1cc(=O)oc2c(C)c(C)ccc12	-4%	-4%	0.5%	-1.4%	?	14%	-16%	i	-3%	13%	-8%
O=c1c2ccccc2nnn1CSc1nnc(-c2ccco2)o1	1%	0%	-0.5%	-1.0%	-20%	2%	12%	i	-3%	-4%	7%
O=C(COc1ccc2ccccc2c1)N1CCN(c2ccccc2O)CC1	-4%	-2%	0.1%	-1.7%	?	-9%	-8%	i	-3%	-12%	25%

An excerpt taken from the entries so far, as a working copy:
SMILES	Casp7 inh	DNA Pol III inh	BRCT PPI green	BRCT PPI red	ALOX15 inhib	HEK293 cAMP cs	HADH2 inhib	Rhodamine fluor	Casp1 inh	Tau fil binding	USP2a inhib
O=c1c2ccccc2nnn1CSc1nnc(-c2ccco2)o1	1%	0%	-0.5%	-1.0%	-20%	2%	12%	i	-3%	-4%	7%
O=C(COc1ccc2ccccc2c1)N1CCN(c2ccccc2O)CC1	-4%	-2%	0.1%	-1.7%	?	-9%	-8%	i	-3%	-12%	25%

The results go on:
SMILES	Casp7 inh	DNA Pol III inh	BRCT PPI green	BRCT PPI red	ALOX15 inhib	HEK293 cAMP cs	HADH2 inhib	Rhodamine fluor	Casp1 inh	Tau fil binding	USP2a inhib
O=C(c1ccc(CS(=O)(=O)c2ccc(Br)cc2)o1)N1CCCC1	2%	-2%	-3.0%	0.2%	2%	11%	2%	.	-3%	0%	.
NC(=O)C1(N2CCCCC2)CCN(c2nc(-c3ccccc3)cs2)CC1	-2%	-2%	-2.7%	-0.7%	-7%	3%	0%	i	-1%	-17%	18%
COc1cccc(Nc2ncccc2C(=O)NCc2ccccc2)c1	-7%	0%	6.3%	0.7%	-27%	3%	-15%	i	-11%	36%	7%
CCO/C=C1/C(=O)N(CC)c2ccccc21	-1%	-6%	-3.5%	1.2%	4%	9%	-7%	i	0%	-3%	6%
O=C(c1ccc(-c2ccccc2)cc1)N1CCN(c2ncccn2)CC1	-3%	-5%	1.4%	0.9%	-3%	25µM*	3%	i	-3%	5%	17%
Cc1ccc(C)c(-n2c(Cc3cc(=O)[nH]c(=O)[nH]3)nnc2SCC(=O)NCc2ccco2)c1	-4%	-8%	-0.6%	0.9%	-8%	-1%	-6%	i	-2%	8%	-1%
O=c1cnc2cnc(Oc3cccc(Cl)c3)nc2n1C1CC1	1%	-15%	1.1%	-0.2%	-8%	7%	2%	i	-4%	1%	23%
CCc1cc(C=C(Cl)Cl)oc(=O)c1C	-1%	-5%	-1.2%	-0.6%	3%	-22%	-3%	.	-1%	-4%	-10%
Cc1cc(C(=O)NCc2cc(C)n(C)n2)sc1-c1ccccc1	-2%	3%	0.1%	-1.3%	-6%	?	?	i	1%	-6%	35%[activator]
O=C(CN1C(=O)CCC1=O)Nc1ccc2c3c(cccc13)CC2	-3%	-4%	-2.5%	-0.4%	7%	6%	-1%	i	2%	-2%	-2%
Cc1nc(CN2CCN(C(=O)NC3(c4ccccc4)CC3)CC2)cs1	0%	1%	0.6%	0.8%	0%	6%	-3%	i	2%	0%	-4%
O=C(O)CN1C(=O)CSc2ccccc21	-1%	-4%	-1.8%	0.5%	-4%	7%	-2%	i	2%	2%	3%
C=Cn1ccnc1P(=S)(c1ccc2c(c1)c1ccccc1n2CC)c1nccn1C=C	-1%	?	-1.0%	-0.4%	26%	19%	14%	i	0%	16%	12%
CC1(C)Cc2cccc(OCC(=O)Nc3nccs3)c2O1	-2%	2%	-0.4%	1.6%	-9%	10%	5%	i	-4%	6%	0%
Cc1cc(C(=O)CSc2nnc(-c3cccs3)n2Cc2ccccc2)c(C)n1C	-2%	4%	-0.2%	0.5%	-11%	?	7%	i	-3%	30%	18%
CC(=O)Nc1nc(CC(=O)c2ccccc2)cs1	0%	-7%	0.8%	-0.7%	-9%	-2%	-2%	.	-3%	8%	.
CC(C)CCn1nnnc1C(c1ccc(F)cc1)N1CCN(C(=O)c2ccco2)CC1 (stereo not drawn)	0%	-3%	0.0%	-1.1%	-9%	16%	9%	i	1%	-8%	55%[activator]
COc1cc(C2C3=C(CC(c4ccco4)CC3=O)Nc3ccccc3N2C(C)=O)cc(OC)c1OC (stereo not drawn)	-3%	-2%	0.6%	1.1%	-19%	8%	?	.	-2%	-10%	25%
Cc1nc2nc[nH]n2c(=O)c1NC(=O)CC12CC3CC(CC(C3)C1)C2	-3%	-2%	-5.0%	-2.2%	-3%	3%	12%	i	-1%	-5%	5%
O=S(=O)(NCc1ccco1)c1ccc2c(c1)Cc1ccccc1-2	-7%	-4%	0.4%	-0.4%	-22%	22%	?	i	-5%	5%	36%[activator]

Screening data (PubChem BioAssay)
